Bioassay records as filed in PubChem.
EPAC2 antag: qHTS for Antagonist of cAMP-regulated guanine nucleotide exchange factor 2 (EPAC2): primary screen. EPAC2 GEF exchange of Rap1B-BODIPY-GDP, fluorescence. Potency, µM (top dose mostly 114 µM), for inactives: at the top dose activity, negative = inhibition, hits mostly inhibitors. actives 0.18% (n = 360,000); note: potency is the fitted concentration of half-maximal effect; % is set by controls: 0 for no effect and ±100 for the full control effect; nearly all actives have a fitted effect of over 45% in size; many of its hits are not listed in these tables
EPAC2 ag: qHTS for Agonist of cAMP-regulated guanine nucleotide exchange factor 4 (EPAC2): primary screen; Rap guanine nucleotide exchange factor 4 (Homo sapiens), Q8WZA2; EPAC2 activation, biochemical qHTS; response scale: 100% = 6.5 mM cAMP response; Potency, µM (highest dose often 154 µM), for the others: at the top dose activation, most hits filed as activators; actives 0.079% (n = 360,000); AID 720711, 2013; note: potency is the fitted concentration of half-maximal effect; nearly all actives have a fitted effect of over 50% in size
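EPAC2 (100 nM) mixed with Rap1B loaded with BODIPY-GDP (250 nM) plus 50 uM unlabeled GDP; compounds pinned in, 5 min RT, then read every 5 min for 30 min (ex 480, em 540 nm). Normalized to cAMP control.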
Abeta yeast res: qHTS for compounds that reverse cellular toxicity of Amyloid beta (A-beta) peptide in yeast: Primary Screen | AID 1347071, 2019 | yeast expressing A-beta42, growth rescue, OD600, 48 h; response scale: 0% DMSO, 100% iron-clioquinol control | Potency, µM (top dose mostly 46.1 µM), without a hit: at the highest dose growth rescue, actives largely listed as activators | actives 0.063% (n = 410,000); note: potency is the fitted concentration of half-maximal effect; nearly all actives have a fitted effect of over 55% in size
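Yeast growth medium received pinned compounds, then yeast cells expressing toxic A-beta were added; plates incubated at 30 C for 48 hr. Growth read as absorbance at 600 nm, normalized to DMSO and equimolar FeCl3 plus clioquinol controls.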
TDP-43 yeast inh: qHTS of TDP-43 Inhibitors; TDP-43 expressing yeast growth rescue, BacTiter-Glo, 24 h; Potency, µM (titrated, usually from 46.1 µM), inactives show top-dose growth rescue (activation), usual class: activators; actives 1.8% (n = 410,000); note: potency is the fitted concentration of half-maximal effect; % of control where 0% means no effect; nearly all actives have a fitted effect of over 50% in size
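Cell-based yeast growth screen: TDP-43 expression induced in galactose, inoculum OD600=0.02 after raffinose pregrowth to mid-log. Read-out BacTiter-Glo luminescence at 24 hr, 30 deg C; inhibition of toxicity seen as signal increase.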
D3 ag: qHTS of D3 Dopamine Receptor Agonist: qHTS; D(3) dopamine receptor (Homo sapiens), P35462; D3R DiscoveRx beta-arrestin cells, luminescence, 90 min; actives 0.58% (n = 410,000); max activation, %; in the data active = max activation above about 30%; note: 0% is about no effect; mostly tested at two doses, the higher about 12 µM
Target sequence (P35462 whole entry, looked up): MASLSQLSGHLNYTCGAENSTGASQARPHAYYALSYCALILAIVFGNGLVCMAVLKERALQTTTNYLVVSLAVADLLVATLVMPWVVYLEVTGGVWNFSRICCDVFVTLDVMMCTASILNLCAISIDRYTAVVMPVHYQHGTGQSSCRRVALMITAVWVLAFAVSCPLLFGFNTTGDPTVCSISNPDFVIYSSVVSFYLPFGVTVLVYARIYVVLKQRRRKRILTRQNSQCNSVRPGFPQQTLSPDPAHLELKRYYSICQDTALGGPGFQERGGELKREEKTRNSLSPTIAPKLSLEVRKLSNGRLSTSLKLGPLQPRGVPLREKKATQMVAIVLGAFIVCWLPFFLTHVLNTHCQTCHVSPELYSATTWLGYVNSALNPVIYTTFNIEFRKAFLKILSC
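Agonist-mode cell screen: cells plated at 1500/well and incubated overnight at 37 °C, then exposed to library compounds for 90 min at 37 °C. Detection reagent was added for 30–60 min at room temperature, and luminescence was read.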
FUS suppressor: qHTS for Suppressors of FUS Proteinopathy: Primary screen using FUS-linked yeast assay; S. cerevisiae FUS-expressing, growth rescue, OD600, 24 h; Potency, µM (doses to about 76.6 µM), without a hit: at the highest dose growth rescue (activation), most hits filed as activators; actives 0.24% (n = 390,000); AID 1347120, 2019;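 note: potency is the fitted concentration of half-maximal effect; plate controls were DMSO vehicle for no effect and reference control for full effect; nearly all actives have a fitted effect of over 55% in size; some results filed as inactive show a strong effect at the top dose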
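Compound concentration series was pinned onto galactose-induced FUS-expressing yeast seeded at OD 0.005. Plates sat 24hr at 30C; absorbance at 600 nm gave growth. DMSO served as background control.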
aSyn rescue: qHTS of alpha-syn Inhibitors; AID 652106, 2013; Potency, µM (titrated, usually from 46.1 µM), for inactives: at the highest dose growth rescue (activation), actives largely listed as activators; actives 0.14% (n = 370,000); Yeast expressing alpha-synuclein, growth rescue, BacTiter-Glo, 24 h; note: potency is the fitted concentration of half-maximal effect; % of control where 0% means no effect; nearly all actives have a fitted effect of over 65% in size
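Readout is rescue of growth in alpha-synuclein-expressing yeast, so inhibitors of toxicity appear as activators. Growth after 24 hr at 30 deg C in galactose medium is quantified by luminescence.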
D3 antag: qHTS of D3 Dopamine Receptor Antagonist: qHTS | D(3) dopamine receptor (Homo sapiens), P35462 | D3R cells, DiscoveRx beta-arrestin luminescence, antagonist mode; stronger effect = lower value | max response, negative = inhibition, % | actives 2.5% (n = 360,000); in the data active = max response below about -50%; inconclusive = no clear call, values can overlap the other calls; note: % is set by controls: 0 for no effect and ±100 for the full control effect; mostly tested at two doses, the higher about 12 µM
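Cells expressing the human receptor were seeded at 1500 cells/well, incubated overnight at 37 degrees C in 5% CO2, then exposed to library compounds with dopamine controls for 90 minutes at 37 degrees C before luminescent detection.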
Starred values were filed as active, the others as inactive; u = inconclusive; x = no result given; & = joins results of further samples; [ ] = dose if it differs, or a comment. Unless noted, calls come from the whole dose curve; as a rule, active = well fitted curve in the direction sought with a large enough effect; inconclusive = small, poorly fitted or top-dose-only effect, or another doubt; inactive = no such curve, though single readings can be large; an effect the other way counts as inactive or inconclusive. Only part of the results is shown; rates above refer to the full screens.

1) COC(=O)CC(=O)c1ccc2c(c1)OCO2
2) Cc1cc(N(C)C)ccc1N=Nc1ccc(N)cc1
3) CCC1(O)CCC2C3CCC4=CC(=O)CCC4C3CCC21CC (stereo not given)
4) Cc1cccc(-n2c(O)c(C=NCCN3CCCCC3)c(=O)[nH]c2=O)c1
5) CC1=CC(O)C(O)C2(C)C1CC1OC(=O)CC3C(C)C(O)C(=O)C2C13CO (stereo not given)
6) N#Cc1ccccc1OCC(=O)N1CCN(CC(=O)Nc2ccc(F)cc2)CC1
7) CCCCCCC(=O)N/N=C/c1c(O)n(CCCC)c(=S)[nH]c1=O
8) O=C1NCN(c2ccccc2)C12CCN(C(c1cc3ccccc3o1)c1nnnn1Cc1ccccc1)CC2 (stereo not given)
9) CCS(=O)(=O)CCSP(=O)(OC)OC
10) Cc1ccc(O)c(C)c1
screen / no.,1,2,3,4,5,6,7,8,9,10
EPAC2 antag,4%,-12%,11%,6%,-9%,17%,19%,-2%,0%,-13%
EPAC2 ag,3%,23%,0%,9%,-3%,4%,-10%,5%,2%,8%
Abeta yeast res,-15%,-44%[inhibitor],-38%[inhibitor],-13%,-8%,4%,-39%[inhibitor],-1%,-6%,-6%
TDP-43 yeast inh,1%,13µM*,u,0%,-3%,21%,-20%,18%,-10%,23%
D3 ag,-3,11,10,-10,-7,-9,-8,8,-7,2
FUS suppressor,-5%,30%,17%,21%,-1%,-16%,u,u,-4%,-32%
aSyn rescue,-6%,-16%,u,0%,-9%,2%,-2%,5%,-3%,1%
D3 antag,0,u,19,-6,-17,11,-24,38,0,3

11) CC(C)(C)C(=O)OCC12CCC(O1)C1(C)C(=O)OCC21 (stereo not given)
12) CSc1ccc(CN2CCN(C(=O)COc3cccc(C)c3)CC2)cc1
13) C[C@]12C=CC(=O)C=C1CC[C@@H]1C2CC[C@]2(C)OC(=O)CCC12 (stereo not given in full)
14) Clc1ccc(C(c2ccccc2)c2ncc[nH]2)cc1 (stereo not given)
15) CC(=O)[C@@]1(O)CCC2C3CC=C4C[C@@H](O)CC[C@]4(C)C3CC[C@@]21C (stereo not given in full)
16) CN(C)c1cc(N)c2c(n1)CCC2 (tested in a mixture with another compound)
17) C[C@H]1CN([C@@H](C)CO)C(=O)Cc2cc(NC(=O)Cc3ccccc3)ccc2O[C@H]1CN(C)S(=O)(=O)c1cccs1
18) CCN(CC)CCCOC(=O)C(OC(C)C)(c1ccccc1)c1ccccc1
19) CC(=O)O[C@@]12CO[C@@H]1C[C@H](O)[C@@]1(C)C(=O)[C@H](O)C3=C(C)[C@@H](OC(=O)[C@H](O)[C@@H](NC(=O)c4ccccc4)c4ccccc4)C[C@@](O)([C@@H](OC(=O)c4ccccc4)C12)C3(C)C (stereo not given in full)
20) CN1CCC(N2CC3CC(C2)c2cccc(=O)n2C3)CC1 (stereo not given)
screen / no.,11,12,13,14,15,16,17,18,19,20
EPAC2 antag,5%,-3%,5%,6%,13%,2%,4%,-5%,0%,-4%
EPAC2 ag,-1%,9%,1%,-8%,0%,6%,-1%,6%,3%,4%
Abeta yeast res,20%,-30%&-38%[inhibitor],-27%,27%,1%,4%,0%,2%,6%,-6%
TDP-43 yeast inh,0%,4%&-4%,-5%,4%,20%,18%,u,-8%,8%,-19%
D3 ag,4,-5&-2,-10,2,2,-1,2,-34,2,-15
FUS suppressor,-11%,0%&-7%,0%,x,-1%,2%,u,15%,u,15%
aSyn rescue,-24%,13%,1%,3%,12%,1%,2%,0%,0%,2%
D3 antag,1,-11,-13,3,23,16,u,-101*,11,-12

21) COc1ccccc1N1CCN(C2CCCN(C(=O)COc3ccccc3Cl)C2)CC1 (stereo not given)
22) O=C(O)CCCc1ccc(N(CCCl)CCCl)cc1
23) CC(C)c1ccccc1NC1=NCCCS1
24) COc1ccc(OC)c(-n2c(O)c(C=Nc3c(C)n(C)n(-c4ccccc4)c3=O)c(=O)[nH]c2=S)c1
25) O=c1cccc2n1C[C@@H]1C[C@@H]2CN(CC(O)c2ccc([N+](=O)[O-])cc2)C1 (stereo not given in full)
26) Cn1cc(C(=O)OCC(=O)NC2CCCCC2)c2ccccc21
27) CC1CN=C(NCc2ccncc2)S1 (stereo not given)
28) Cc1c(C)c2c(OCC(=O)N[C@@H](C)C(=O)O)cc3c(c2oc1=O)CCC(C)(C)O3
29) CCn1c(=N)n(Cc2ccccc2F)c2ccccc21
30) CCOc1ccccc1CNCCc1ccc2c(c1)OCO2
screen / no.,21,22,23,24,25,26,27,28,29,30
EPAC2 antag,2%,1%,4%,2%,7%,-8%,2%,-2%,7%,-2%
EPAC2 ag,4%,0%,9%,-3%,9%,12%,4%,7%,14%,-4%
Abeta yeast res,24%,-13%,-5%,-2%,13%,-11%,-10%,-6%,14%,0%
TDP-43 yeast inh,1%,20%,-12%,6%,2%,-2%,-1%,u,9%,3%
D3 ag,-11,3&-3,-6,12,1,-11,-3,-7,-1,-11
FUS suppressor,3%,-7%,25%,21%,-30%,-10%,2%,18%,x,-18%
aSyn rescue,0%,3%&1%&4%,2%,1%,-6%,-21%,1%,0%,0%,0%
D3 antag,-26,2,5,5,-9,-13,-25,-19,16,5

31) C=CCn1c(O)c(C(CC)=NC2CC2)c(=O)[nH]c1=O
32) CCC(=O)N1CC(=O)Nc2ccc(F)cc2C1c1ccccc1 (stereo not given)
33) Clc1ccc2[nH]c3c(c2c1)CCNC3
34) Cc1ccc(-c2nc3ccccc3c(=O)n2-c2cccc(C)n2)cc1
35) CC(=O)N1CC(=O)Nc2ccc(Br)cc2C1c1ccc(F)cc1 (stereo not given)
36) CCCCC1(CCC)C(=O)NC(=S)NC1=O
37) CCC1CN1P(=S)(N1CC1CC)N1CC1CC (stereo not given)
38) COc1ccc(C2SCC(=O)Nc3c2c(C)nn3C2CCOC(C)(C)C2)cc1OC (stereo not given)
39) c1cc(C2N3CCCN2CC3)ccn1 (stereo not given)
40) C[C@H]1[C@@H](c2ccccc2)O[C@@H](c2ccccc2Br)N1C
screen / no.,31,32,33,34,35,36,37,38,39,40
EPAC2 antag,-4%,-24%,9%,-1%,11%,-6%,-7%,-3%,-13%,-28%
EPAC2 ag,4%,-2%,9%,14%,8%,4%,1%,1%,3%,11%
Abeta yeast res,0%,9%,-7%,-9%,-8%,19%,26%,11%,-10%,-23%
TDP-43 yeast inh,12%,u,9%,8%[9.22 µM],-3%,-2%,0%,17%,-5%,-4%
D3 ag,0,2,-17,-1,0,1,-4,3,1,11
FUS suppressor,2%,-15%,-7%,24%,-16%,-16%,0%,27%,-13%,-19%
aSyn rescue,-15%,1%,3%,-5%,-1%,2%,-30%,4%,-1%,-8%
D3 antag,24,17,-70*,5,3,-11,-4,1,14,4

41) O=[N+]([O-])c1ccc(N2CCCCCC2)c2nonc12
42) ClC(Cl)(Cl)c1ccccc1
43) Cc1ccc(C2C(=O)NC(=O)NC2=O)cc1
44) OC(CN1CCCCC1)c1c[nH]c2ccccc12 (stereo not given)
45) COC(=O)[C@@]1(C)[C@H]2C(=O)N(Cc3ccccc3)C(=O)[C@H]2[C@H]2CN=C(SCc3ccc(Cl)cc3)N21
46) O=C1CC(c2ccccc2)CC(O)=C1C=NCCN1CCN(C(=O)Cc2ccccc2)CC1 (stereo not given)
47) CCc1ccc(NC(=O)c2ccc(F)c(S(=O)(=O)N3CCC4(CC3)OCCO4)c2)cc1
48) CC(=O)Nc1ccccc1OP1(=O)COc2ccccc2OC1
49) COc1ccc(C(CC(=O)N2CCC3(CC2)OCCO3)NS(=O)(=O)c2ccc(F)cc2)cc1 (stereo not given)
50) COc1ccccc1N1CCN(C(=O)c2cc3c(-c4ccccc4F)nn(C)c3s2)CC1
screen / no.,41,42,43,44,45,46,47,48,49,50
EPAC2 antag,42%[activator],-8%,4%,0%,u,6%,x,-5%[57.1 µM],7%,x
EPAC2 ag,100µM*,3%,8%,11%,12%,2%,x,5%,1%,x
Abeta yeast res,-17%,-17%,13%,-2%,27%,-12%,11%,-6%,7%,-14%
TDP-43 yeast inh,x,20%,-16%,2%,20%,-36%[inhibitor],u,6%,13%,16µM*
D3 ag,-4,22,20,-13,-11,-1,12,2,2,56*
FUS suppressor,14%,-29%,0%,-12%,8%,8%,23%,-11%,1%,18µM*
aSyn rescue,0%,-5%,-1%,-4%,5%,2%,x,6%,7%,x
D3 antag,-12,4,-8,11,14,11,x,u,18,x

Complete entries as entered above. Values in the order: EPAC2 antag	EPAC2 ag	Abeta yeast res	TDP-43 yeast inh	D3 ag	FUS suppressor	aSyn rescue	D3 antag
`O=C1CC(c2ccccc2)CC(O)=C1C=NCCN1CCN(C(=O)Cc2ccccc2)CC1` (stereo not given) across the screens: 6%	2%	-12%	-36%[inhibitor]	-1	8%	2%	11
`COC(=O)[C@@]1(C)[C@H]2C(=O)N(Cc3ccccc3)C(=O)[C@H]2[C@H]2CN=C(SCc3ccc(Cl)cc3)N21` across the screens: u	12%	27%	20%	-11	8%	5%	14
`CCc1ccc(NC(=O)c2ccc(F)c(S(=O)(=O)N3CCC4(CC3)OCCO4)c2)cc1` across the screens: x	x	11%	u	12	23%	x	x
`COc1ccc(C(CC(=O)N2CCC3(CC2)OCCO3)NS(=O)(=O)c2ccc(F)cc2)cc1` (stereo not given) across the screens: 7%	1%	7%	13%	2	1%	7%	18

2 entries picked at random from those above:
49) COc1ccc(C(CC(=O)N2CCC3(CC2)OCCO3)NS(=O)(=O)c2ccc(F)cc2)cc1 (stereo not given)
47) CCc1ccc(NC(=O)c2ccc(F)c(S(=O)(=O)N3CCC4(CC3)OCCO4)c2)cc1
screen / no.,49,47
EPAC2 antag,7%,x
EPAC2 ag,1%,x
Abeta yeast res,7%,11%
TDP-43 yeast inh,13%,u
D3 ag,2,12
FUS suppressor,1%,23%
aSyn rescue,7%,x
D3 antag,18,x
